KCNH2 3.1 inh: KCNH2 3.1 (human) potassium channel inhibition; AID 720553; U2OS KCNH2 3.1, thallium flux FluxOr; stronger effect = lower value; activity change, % (tested at about 1.8 µM); 340,000 compounds, 0.95% hits;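 active means maximum activity change below -70%; inconclusive means maximum activity change from -70% to -50%; inactive means maximum activity change above -50%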;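 further: thallium influx rate constant from kinetic fluorescence after stimulation buffer; on the % scale 0 is the no-effect control and ±100 the full control effect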
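FluxOr-based Tl+ influx in U2OS cells transduced with KCNH2 3.1 virus; rate constants normalized to DMSO controls.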
AT treatment: candidate therapy for ataxia-telangiectasia | […] A-T fibroblasts, KAP-1 phosphorylation AlphaLISA; neocarzinostatin DNA damage 30 min before lysis | Potency, µM (highest dose often 57.5 µM), for the others: at the top dose activation, hits mostly activators | 320,000 compounds, 0.19% hits; further: potency means the concentration at half of the fitted maximal effect; % of control where 0% means no effect; nearly all actives have a fitted effect of over 45% in size
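hTERT-immortalized A-T patient fibroblasts ([…]), 500 cells/well in OPTI-MEM, 1% FBS, got compounds for 60 min, then NCS for 30 min at 37C. Lysates were then assayed for phospho-KAP-1 by AlphaLISA (anti-pKAP1 donor, anti-KAP1 acceptor beads), 6 hr at 25C.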
hERG WT inh: blocks the wildtype human KCNH2 potassium channel | 340,000 compounds, 0.37% hits | activity change, % at 1.84 µM | AID 720551 | U2OS, BacMam KCNH2, thallium flux FluxOr; stronger effect = lower value;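 active means maximum activity change below -70%; inconclusive means maximum activity change between -70% and -50%; inactive means maximum activity change above -50%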; further: on the % scale 0 is the no-effect control and ±100 the full control effect
Target sequence (Q12809 whole entry, looked up): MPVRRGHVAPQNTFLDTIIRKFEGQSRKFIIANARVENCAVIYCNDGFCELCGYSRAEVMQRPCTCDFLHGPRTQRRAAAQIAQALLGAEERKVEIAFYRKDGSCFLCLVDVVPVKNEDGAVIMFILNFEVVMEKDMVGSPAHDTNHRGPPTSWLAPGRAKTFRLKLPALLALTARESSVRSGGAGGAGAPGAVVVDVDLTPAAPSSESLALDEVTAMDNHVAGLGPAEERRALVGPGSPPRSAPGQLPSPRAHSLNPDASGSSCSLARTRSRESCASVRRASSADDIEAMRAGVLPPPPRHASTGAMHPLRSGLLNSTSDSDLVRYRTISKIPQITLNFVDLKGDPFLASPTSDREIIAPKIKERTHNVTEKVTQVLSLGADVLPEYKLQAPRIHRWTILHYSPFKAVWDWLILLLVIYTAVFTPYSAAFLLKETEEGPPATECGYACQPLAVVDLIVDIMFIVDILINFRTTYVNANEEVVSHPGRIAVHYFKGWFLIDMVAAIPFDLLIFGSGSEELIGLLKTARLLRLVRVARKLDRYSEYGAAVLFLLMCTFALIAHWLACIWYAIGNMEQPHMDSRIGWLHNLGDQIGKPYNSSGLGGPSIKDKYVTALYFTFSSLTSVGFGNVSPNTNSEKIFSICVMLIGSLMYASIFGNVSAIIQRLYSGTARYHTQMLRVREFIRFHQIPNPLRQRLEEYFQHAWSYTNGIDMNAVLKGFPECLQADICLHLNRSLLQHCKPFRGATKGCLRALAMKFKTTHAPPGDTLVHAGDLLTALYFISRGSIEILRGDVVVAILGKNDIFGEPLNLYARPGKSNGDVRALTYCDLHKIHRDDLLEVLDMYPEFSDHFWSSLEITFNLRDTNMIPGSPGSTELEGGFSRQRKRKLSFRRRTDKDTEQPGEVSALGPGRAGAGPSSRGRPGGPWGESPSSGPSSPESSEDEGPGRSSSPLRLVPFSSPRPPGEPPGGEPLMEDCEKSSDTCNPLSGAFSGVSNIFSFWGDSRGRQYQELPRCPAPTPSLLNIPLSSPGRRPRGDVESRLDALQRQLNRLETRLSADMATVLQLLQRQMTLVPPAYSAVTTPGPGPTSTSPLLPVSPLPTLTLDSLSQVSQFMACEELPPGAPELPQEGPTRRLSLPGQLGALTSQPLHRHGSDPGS
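U2OS cells transduced with wild-type KCNH2 virus are loaded with FluxOr dye for 45 min, and thallium flux is measured in kinetic reads before and after stimulation buffer. Rate constants are normalized to DMSO controls.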
Coupling enz: counter-screen for Giardia aldolase inhibitors: coupling enzyme system. coupling enzyme system counterscreen, AmpLite Red fluorescence. activity change, negative = inhibition, % at 58.2 µM, hits read low. 290,000 compounds, 0.67% hits; in the data active means activity change below about -30%; further: on the % scale 0 is the no-effect control and ±100 the full control effect
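Fluorescence at 525 nm excitation and 598 nm emission measured inhibition of the coupled detection system without aldolase. Compounds (at 57.5 uM final) were preincubated 10 min at room temperature with coupling enzyme reagent before a 20 min substrate/AmpLite Red step.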
MBNL1-CUG inh: MBNL1-poly(CUG) RNA binding inhibition; Potency, µM (highest dose often 57.5 µM), for inactives: top-dose activity change, negative = inhibition, usual class: inhibitors; TR-FRET MBNL1-His/biotin-(CUG)12 binding, 665/545 ratio; Q9NR56; 280,000 compounds, 0.036% hits; active means well fitted inhibition curve with a large enough effect in the signal ratio, with a control signal flat, not every such curve was filed as active; inconclusive means small, poorly fitted or top-dose-only effect, or effect the other way, or a change in a side signal; inactive means no such curve, though single readings can be large or run the other way; the % refers to the signal ratio; further: potency means the concentration at half of the fitted maximal effect; on the % scale 0 is the no-effect control and ±100 the full control effect
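His-tagged MBNL1 binding to biotinylated (CUG)12 RNA was measured by TR-FRET using terbium anti-His antibody (0.055 ng/ul final) and streptavidin-XL665 (5 nM final). Compounds were titrated 92 nM to 58 uM; 60 min at room temperature.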
a7 integrin act: integrin-mediated muscular dystrophy alleviation activation | alpha7betagal myoblasts, beta-gal FDG fluorescence, 48 h | AID 624291 | 350,000 compounds, 0.064% hits | Potency, µM (titrated, usually from 38.3 µM), inactives show top-dose activation, actives largely listed as activators;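 further: potency means the concentration at half of the fitted maximal effect; 100% = response of the positive control SU9516; nearly all actives have a fitted effect of over 60% in size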
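alpha7betagal+/- myoblasts (passage 13, 250/well) treated 48 h at 37C with compounds at 1:260 dilution of DMSO stock. Lysed, then beta-galactosidase activity read as FDG fluorescence (ex 480/em 540) after 30 min, with pre-read for autofluorescence.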
GALK inh: blocks human galactokinase activity | P51570 | Purified GALK, Kinase-Glo residual ATP luminescence | Potency, µM (doses to about 57.5 µM), for inactives: at the highest dose activity change, negative = inhibition, usual class: inhibitors | 270,000 compounds, 0.007% hits | AID 1868; further: potency means the concentration at half of the fitted maximal effect; on the % scale 0 is the no-effect control and ±100 the full control effect
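The enzyme phosphorylates galactose (100 uM) using ATP (35 uM); inhibition is detected as higher residual ATP, quantified by bioluminescence after 1 h reaction at room temperature, pH 8.0.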
CXXC DNA block: blocks binding of human MLL CXXC domain to DNA; Potency, µM (series often up to 115 µM), without a hit: at the top dose activity change, negative = inhibition, usual class: inhibitors; AID 2662; MLL-CXXC / FITC-HOXA9 DNA fluorescence polarization; 290,000 compounds, 0.037% hits; Q03164; active means well fitted inhibition curve with a large enough effect in the polarisation, with a control signal flat, not every such curve was filed as active; inconclusive means small, poorly fitted or top-dose-only effect, or effect the other way, or a change in a side signal; inactive means no such curve, though single readings can be large or run the other way; the % refers to the polarisation; further: potency means the concentration at half of the fitted maximal effect
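Steps: dispense CXXC domain solution (7 uM) → pin compounds or unlabeled HOX-A9 DNA control → 5 min ambient → add FLSN-HOX-A9 solution (50 nM) → spin → 30 min ambient → fluorescence polarization. Tris pH 7.5/NaCl/DTT/BSA buffer.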
ASM inhibitor: inhibitors of human secretory acid sphingomyelinase; P17405; placental ASM, HMU-PC fluorogenic substrate, 60 min; Potency, µM (doses to about 57.5 µM), without a hit: at the top dose activity change, negative = inhibition, hits mostly inhibitors; 340,000 compounds, 0.006% hits; AID 504937; further: potency means the concentration at half of the fitted maximal effect
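Fluorogenic HMU-PC substrate (9 uM final) is turned over by placental ASM in 60 min at 37 C after a 10 min compound preincubation. Reaction ended by alkaline stop (pH 10), with fluorescence read at 386/447 nm.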
TRPV1 ag: human TRPV1 agonism; Q8NER1; TRPV1-expressing cells, Fluo-8 calcium influx, agonist mode; activation, % at 8.33 µM; 320,000 compounds, 0.19% hits; AID 540275; in the data active means activation above about 80%; inconclusive means between about 30% and that limit; further: 0% is about no effect
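Fluo-8 calcium influx in TRPV1-expressing cells, kinetic read (ex 480/em 520 nm). Compound added and read 3 min for agonist activity, followed by capsaicin at EC20 final and 2 min further read for enhancement.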
* marks the source's active call; other numbers are inactive results; i = inactive; ? = inconclusive; . = no result given; [ ] = another dose, or the depositor's remark. Unless noted, the call rests on the fitted dose curve; in most records, active means well fitted curve in the direction sought with a large enough effect; inconclusive means small, poorly fitted or top-dose-only effect, or another doubt; inactive means no such curve, though single readings can be large; an effect the other way counts as inactive or inconclusive.

SMILES	KCNH2 3.1 inh	AT treatment	hERG WT inh	Coupling enz	MBNL1-CUG inh	a7 integrin act	GALK inh	CXXC DNA block	ASM inhibitor	TRPV1 ag
COc1ccc(C(=O)OCC(=O)NC2CC2)cc1[N+](=O)[O-]	-10	-6%	4	4	.	10%	0%	-8%	-1%	5
O=C(Nc1ccccc1N1CCOCC1)c1cccc(S(=O)(=O)N2CCOCC2)c1	-3	-7%	-4	.	.	-16%	.	.	3%	4
COc1cccc(-c2nn(-c3ccc(C)cc3)cc2C(=O)N2CCN(C3CCS(=O)(=O)C3)CC2)c1 (stereo not given)	2	5%	2	.	.	0%	.	.	3%	10
COC(=O)c1cc(S(=O)(=O)N(C)Cc2ccco2)c[nH]1	9	-2%	-25	4	-8%	3%	-3%	47%[activator]	4%	2
CN(C)CCCn1c(N)c(S(=O)(=O)c2ccccc2)c2nc3ccccc3nc21	6	-4%	15	-1	-4%	0%	4%	-9%	i	1
COC(=O)c1c(NC(=O)C2CCCCC2)sc2c1CC(C)(C)NC2(C)C	-19	-3%	0	3	-7%	-43%	.	20%	-2%	2
COc1cccc(NC(=O)CSc2nnc(-c3ccco3)c(-c3ccco3)n2)c1	23	9%	5	-5	?	-5%	0%	-13%	-13%	-1
COc1ccc(CN2CC[C@H]3C=CC[C@@H](C(=O)N4CCOCC4)[C@H]3C2=O)cc1OC	-1	.	9	.	.	13%	.	.	0%	.
CNC(=O)c1cccc(N2CCCC2=O)c1	-13	-1%	-4	1	3%	-5%	0%	-3%	0%	-3
COc1cccc(OC)c1C(=O)NC(=S)NNC(=O)[C@H]1C[C@@H]1c1ccccc1	0	2%	2	13	?	2%	0%	4%	3%	3
COc1ccc(-c2nc(CSCC(=O)NC3CC3)c(C)o2)cc1OC	?	0%	-16	2	2%	?	6%	26%	5%	0
CCN(CC)c1ccc(/C=N/N2CCN(Cc3ccccc3)CC2)cc1	1	-5%	-5	-3	15%	2%	-2%	0%	2%	3
O=C1CCCCN1CCc1c[nH]c2ccccc12	-1	.	-2	0	-22%	-9%	1%	3%	0%	-2
C=CCOc1ccc(/C=N/NC(=O)C(C)Sc2ccccn2)cc1OC (stereo not given)	17	-3%	3	3	.	1%	1%	8%	1%	-1
COCCCNc1oc(-c2ccccc2Cl)nc1C#N	12	-6%	.	-1	-3%	2%	7%	32%[activator]	5%	?
C#CCOCCOCCOCCNc1nc(N2CCN(C(=O)Cn3cc(CC(C)O)nn3)CC2)nc(N2CCN(C(=O)[C@H](C)n3cc(CCCN=C(N)N)nn3)CC2)n1 (stereo not given in full)	-147*	-21%	0	1	14%	4%	.	7%	4%	-2
CSC1=C(C#N)C(c2ccc(C)s2)CC(=O)N1 (stereo not given)	1	1%	2	4	-4%	-31%[7.66 µM]	1%	-2%	1%	-1
O=C(N/N=C/c1ccc(F)cc1)c1sccc1OCc1ccc(F)cc1	4	0%	2	1	-7%	-1%	0%	1%	-9%	21
O=C(CNC(=O)c1ccc(Cl)cc1Cl)OCN1C(=O)c2ccccc2C1=O	40	-11%	1	.	.	11%	.	.	-3%	3
Cc1ccc(NC(=O)c2c(F)cccc2Cl)cc1NS(C)(=O)=O	1	3%	3	0	-5%	13%	.	1%	-2%	1
COc1ccc(S(=O)(=O)N(CC(=O)NCc2ccccn2)c2ccc(Cl)cc2)cc1	9	-2%	-8	2	-5%	14%	-1%	-4%	-8%	16
Cc1cccc(OCC(=O)Nc2cc(NC(=O)COc3cccc(C)c3C)cc(C(=O)O)c2)c1C	-6	11%	-3	5	-3%	0%	-5%	5%	9%	9
Cc1ccc(S(=O)(=O)N(C)c2ccc3sc(C)nc3c2)cc1	4	2%	10	-3	8%	-43%	-1%	-2%	3%	5
NC(=O)CC(NC(=O)Cc1ccc(Br)cc1)c1ccc(NCCc2ccc(F)cc2)c([N+](=O)[O-])c1 (stereo not given)	-14	-9%	2	-1	1%	-4%	-3%	1%	-9%	0

Three compounds out of the list above, sorted by the value under a7 integrin act, descending.
SMILES,a7 integrin act
O=C(CNC(=O)c1ccc(Cl)cc1Cl)OCN1C(=O)c2ccccc2C1=O,11%
COCCCNc1oc(-c2ccccc2Cl)nc1C#N,2%
O=C1CCCCN1CCc1c[nH]c2ccccc12,-9%

Remaining list, next part.
SMILES	KCNH2 3.1 inh	AT treatment	hERG WT inh	Coupling enz	MBNL1-CUG inh	a7 integrin act	GALK inh	CXXC DNA block	ASM inhibitor	TRPV1 ag
O=C(CCC1=NS(=O)(=O)c2ccccc2N1)NC1CCCCCCC1	11	-8%	-9	-4	2%	11%	-1%	-3%	5%	4
CCOC(=O)c1cnc2ccc(OC)cc2c1NCCN1CCOCC1	-18	-8%	-6	-2	9%	-17%	-4%	11%	96%[activator]	11
COC1=C(Nc2ccccc2)C(=O)C(OC)=C(Nc2ccccc2)C1=O	2	.	-1	.	.	-26%	.	.	-1%	.
Cc1ccc(-c2nc(CS(=O)CC(=O)NCc3ccc4c(c3)OCO4)c(C)o2)cc1 (stereo not given)	-18	-10%	3	0	6%	-14%	.	.	-1%	4
Cc1ccc(C(=O)CSc2cc(C)[nH]c(=O)n2)cc1	-1	4%	-3	.	?	6%	4%	6%	-13%	3
COc1ccc(C2NC(C(=O)O)Cc3c2[nH]c2ccccc32)cc1CN1CCN(c2ccc(F)cc2)CC1 (stereo not given)	-27	35%	-22	-1	2%	-18%	-1%	14%	8%	2
C=C(C)c1cccc(C(C)(C)NC(=O)N2CCN(CC)CC2)c1	-11	-4%	-4	1	-2%	4%	-2%	-4%	0%	1
COc1ccc(CC(=O)NC(C)c2nnc(SCC(=O)c3ccc(Br)cc3)n2C)cc1 (stereo not given)	13	.	-11	-1	2%	-19%	3%	17%	-1%	1
COC(C[C@@H](O)CC(=O)[C@@H](C)OCc1ccccc1)OC	4	-16%	-1	5	-4%	31%	-4%	0%	-3%	-3
COC(=O)[C@]1(C)CCC[C@@]2(C)C3CC[C@@]4(C)C[C@]3(CC[C@H]12)C[C@H]4O (stereo not given in full)	-2	-3%	3	3	1%	4%	1%	18%	-6%	23
COc1ccccc1C1(O)CCN(CC(=O)Nc2nc(-c3ccccc3)cs2)CC1	-86*	-3%[11.5 µM]	7	-2	1%	-11%	-1%	-3%	-1%	1
CC(C)C(=O)NN(C(=O)C(C)C)c1nc2ccccc2s1	7	-3%	1	1	-1%	15%	0%	-5%	4%	0
C[C@H](NC(=O)c1ccccc1)C(=O)N1CCN(c2ccccc2)CC1	-9	-7%	-1	2	2%	-1%	-1%	23%	-17%	1
COc1ccc(OCC(=O)Nc2nccs2)cc1	-8	-2%	11	0	1%	13%	15%	4%	-1%	8
Nc1nc(CSC(=S)N2CCN(c3ccccc3)CC2)nc(Nc2ccccc2)n1	-3	.	-5	2	-1%	17%	-1%	1%	-2%	-3
CCOC(=O)c1cnn2c1[nH]c(=O)c1ccccc12	5	-3%	-12	-1	-7%	5%	4%	3%	4%	-1
CC(=NNC(=O)c1cccc(S(=O)(=O)N2CCCC2)c1)c1ccccc1	-28	27%	-8	.	.	12%	.	.	2%	.
O=C(Cn1ccc(NC(=O)OCc2ccccc2)nc1=O)NCc1ccc2[nH]ccc2c1	?	0%	-15	.	.	-5%	.	.	7%	2
O=C(Nc1ccc(F)cc1F)N1CCCCC1c1cccnc1 (stereo not given)	10	-4%	15	3	3%	-10%	5%	0%	3%	0
CC(C)NC(=O)CN1CCN(Cc2nc(C(c3ccccc3)c3ccccc3)no2)CC1	5	2%	-8	1	2%	4%	6%	-5%	-2%	-1
Cn1c(SCc2nc(-c3ccc(Cl)cc3)no2)nnc1-c1ccccc1	-2	3%	.	3	0%	-4%[7.66 µM]	-4%	7%	-3%	-2
COc1ccc(CN2CCN(C(=O)c3cccc(OC)c3OC)CC2)cc1OC	-3	-2%	1	-1	1%	8%	-1%	5%	0%	1
Cc1ccc(NC(=O)c2ncn(CCCN3CCN(c4ccccn4)CC3)n2)cc1C	-43	.	-32	.	.	13%	.	.	6%	.
Cc1ccccc1C(=O)NC[C@@H]1CCCN2CCCC[C@H]12	11	5%	-15	1	-6%	1%	2%	-2%	5%	0
CCc1nc2oc3ccccc3c(=O)c2cc1C(=O)OC	-2	19%	-13	1	13%	13%	0%	15%	12%	0
O=C(COc1ccc(/C=N/NC(=O)c2ccccc2O)cc1)Nc1ccc([N+](=O)[O-])cc1	-3	5%	18	-1	.	-8%	1%	2%	0%	6
